TROY NFkB inh = inhibitors of TROY-driven NF-kB signaling, primary screen, Q293 LMP1-TROYcd cells, NF-kB luciferase, uHTS | Q293 LMP1-TROYcd NF-kB luciferase reporter, 4 h | inhibition, % at 10 µM | 360,000 compounds, 0.98% hits;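 active = compounds whose plate-normalised and pattern-corrected inhibition of the luciferase reporter signal at the single screening dose is 50% or more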
NCOA2 inhibitor = inhibition of GAL4-SRC2 driven luciferase reporter, primary screen, SRC2 inhibitor project, cell-based, luminescence; 370,000 compounds, 0.17% hits; Nuclear receptor coactivator 2 (Homo sapiens), Q15596; inhibition, % at 9 µM; HEK293 GAL4-SRC2 luciferase reporter;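 active = inhibition above the mean inhibition of all tested compounds plus 3 SD, set per campaign, cut at about 52% in these data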;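 note: 0% = DMSO treated cells and 100% = cells given Gossypol at 36 µM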
NR2F2 inh = NR2F2 transcriptional activity inhibitors, primary screen, cell-based, luciferase reporter, HEK293T, luminescence; COUP transcription factor 2 (Homo sapiens), P24468; HEK293T NGFI-A luciferase reporter; inhibition, % at 8.6 µM; 370,000 compounds, 0.7% hits; AID 686940, 2013;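 active = inhibition above a per-plate cutoff, mean inhibition of test wells between control levels plus 3 SD, cut at about 38% in these data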;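 note: cells cotransfected with COUP-TFII expression vector driving the NGFI-A reporter; 0% = median of COUP-TF2 test wells and 100% = reporter-only cells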
TRAIL sens C8 = viability loss with TRAIL in NB7+C8 cells, primary screen, TRAIL sensitizer project, cell-based, ATPlite luminescence. inhibition (viability loss, TRAIL sensitization), % at 10 µM. 360,000 compounds, 1% hits;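 active = compounds causing at least 50% loss of cell viability in the single-dose screen, relative to plate controls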
Vif inh = HIV Vif self-association inhibitors, primary screen, imaging, HEK293T, single point. HEK293T cells, Vif self-association by quenched fluorescence, 24 h. inhibition, % at 7.49 µM. 340,000 compounds, 0.35% hits; in the data active = inhibition above about 50%, passing the limit was not always enough; note: some results filed as inactive read as strong as hits
LRH-1 inv ag = LRH-1 (NR5A2) inverse agonists, primary screen, cell-based, luminescence, HEK293T, StAR-luciferase reporter | Nuclear receptor subfamily 5 group A member 2 (Homo sapiens), O00482 | LRH-1 transfected, 24 h | inhibition, % at 3.6 µM | 360,000 compounds, 0.13% hits;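 active = inhibition above the mean inhibition of all tested compounds plus 3 SD, cut at about 73% in these data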;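 note: 0% = DMSO wells and 100% = reporter-only cells lacking LRH-1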
SRC1 inh = SRC1 coactivator transcriptional activity inhibitors, primary screen, cell-based, luminescence. Nuclear receptor coactivator 1 (Homo sapiens), Q15788. HEK293 GAL4-SRC1 luciferase reporter. AID 588354, 2011. 360,000 compounds, 0.12% hits. inhibition, % at 3.6 µM;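 active = inhibition above the campaign mean plus 3 SD, with each screening campaign given its own cutoff, cut at about 60% in these data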;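 note: 0% = DMSO treated cells and 100% = gossypol at 36 µM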
TLR9-MyD88 inh = inhibitors of TLR9-MyD88 association in cells, primary screen, cell-based, CHO, BLA complementation, fluorescence; inhibition, % at 4.98 µM; 340,000 compounds, 0.21% hits; Toll-like receptor 9 (Homo sapiens) + Myeloid differentiation primary response protein …; AID 504734, 2011; CCF4 FRET ratio;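 active = inhibition above the mean over all tested compounds plus 3 SD, cut at about 21% in these data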;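 note: 0% = DMSO only wells and 100% = clavulanate BLA inhibitor control wells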
NOD2 RIPK2 PPI = NOD2-RIPK2 binding disruptors in cells, primary screen, fluorescence, CHO cells, BLA complementation; inhibition, % at 4.98 µM; Receptor-interacting serine/threonine-protein kinase 2 (Homo sapiens), O43353; 360,000 compounds, 0.38% hits; CCF4 ratio; in the data active = inhibition above about 21%;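 note: 0% = vehicle only and 100% = reference blocker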
SRC3 inh = SRC3 coactivator transcriptional activity inhibitors, primary screen, cell-based, luminescence; Nuclear receptor coactivator 3 (Homo sapiens), Q9Y6Q9; 360,000 compounds, 0.17% hits; inhibition, % at 3.6 µM; HEK293 GAL4-SRC3 luciferase reporter;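 active = inhibition above a per-campaign cutoff, the mean of all compounds plus 3 SD, cut at about 60% in these data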;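 note: 0% = DMSO-treated cells and 100% = gossypol-treated cells at 36 µM; higher means less SRC3-driven luciferase light from the GAL4 reporter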
Target sequence (Q9Y6Q9 whole entry, looked up, the tested form may be a part): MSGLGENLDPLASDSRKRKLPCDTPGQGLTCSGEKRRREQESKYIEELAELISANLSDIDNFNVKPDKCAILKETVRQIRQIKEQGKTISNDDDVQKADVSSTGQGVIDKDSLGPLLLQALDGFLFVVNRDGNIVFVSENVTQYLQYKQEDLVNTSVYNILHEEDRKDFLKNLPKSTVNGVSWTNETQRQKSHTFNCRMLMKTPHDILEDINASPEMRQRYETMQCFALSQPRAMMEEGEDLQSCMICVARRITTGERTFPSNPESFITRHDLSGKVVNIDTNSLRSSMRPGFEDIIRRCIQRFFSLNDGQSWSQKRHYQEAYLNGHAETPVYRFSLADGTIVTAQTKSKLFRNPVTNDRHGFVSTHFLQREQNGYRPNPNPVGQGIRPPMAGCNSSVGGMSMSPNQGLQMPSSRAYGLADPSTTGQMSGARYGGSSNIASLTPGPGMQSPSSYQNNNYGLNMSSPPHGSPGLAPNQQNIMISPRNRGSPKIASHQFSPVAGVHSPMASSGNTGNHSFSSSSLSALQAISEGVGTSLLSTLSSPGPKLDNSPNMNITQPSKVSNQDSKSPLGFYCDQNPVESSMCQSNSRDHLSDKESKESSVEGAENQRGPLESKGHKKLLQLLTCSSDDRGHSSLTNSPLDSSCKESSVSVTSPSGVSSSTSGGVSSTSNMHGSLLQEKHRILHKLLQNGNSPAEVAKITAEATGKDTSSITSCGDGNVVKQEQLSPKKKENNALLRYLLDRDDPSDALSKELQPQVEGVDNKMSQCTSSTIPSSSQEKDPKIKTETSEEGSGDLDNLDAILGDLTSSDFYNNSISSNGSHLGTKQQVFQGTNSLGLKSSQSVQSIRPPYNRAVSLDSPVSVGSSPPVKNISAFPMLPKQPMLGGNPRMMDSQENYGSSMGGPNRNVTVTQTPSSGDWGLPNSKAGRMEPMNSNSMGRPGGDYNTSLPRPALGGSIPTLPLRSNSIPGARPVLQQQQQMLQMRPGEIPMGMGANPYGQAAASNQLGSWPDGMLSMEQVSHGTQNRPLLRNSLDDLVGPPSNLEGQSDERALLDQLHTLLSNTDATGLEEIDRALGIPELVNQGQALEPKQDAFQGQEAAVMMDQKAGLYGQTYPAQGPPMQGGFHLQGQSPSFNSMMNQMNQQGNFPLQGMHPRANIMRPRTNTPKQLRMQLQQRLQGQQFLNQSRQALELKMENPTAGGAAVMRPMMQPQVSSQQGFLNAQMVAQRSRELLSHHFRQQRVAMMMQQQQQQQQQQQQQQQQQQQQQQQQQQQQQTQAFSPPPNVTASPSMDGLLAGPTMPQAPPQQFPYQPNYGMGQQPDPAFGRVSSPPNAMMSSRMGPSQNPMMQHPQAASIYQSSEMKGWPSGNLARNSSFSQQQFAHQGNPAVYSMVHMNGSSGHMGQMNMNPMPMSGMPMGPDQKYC
EBV LMP1 NFkB = EBV LMP1-driven NF-kappaB luciferase reporter inhibitors, primary screen, cell-based, luminescence, single point; LMP1-induced NF-kappaB luciferase reporter cells; inhibition, % at 12.5 µM; 350,000 compounds, 0.69% hits; in the data active = inhibition above about 41%;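 note: 0% = neutral control wells and 100% = reference inhibitor control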
The depositor's hits bear a star; . = not tested or not shown. A portion of the library (hit frequency here may not be typical).

The line under a structure holds: TROY NFkB inh, NCOA2 inhibitor, NR2F2 inh, TRAIL sens C8, Vif inh, LRH-1 inv ag, SRC1 inh, TLR9-MyD88 inh, NOD2 RIPK2 PPI, SRC3 inh, EBV LMP1 NFkB
- CCOC(=O)/C=C1\NC2(CCCCC2)Cc2cc(OC)c(OC)cc21
→ -21.2, -8.5, -14.8, 10.0, 5.5, 3.3, 6.9, -6.2, -7.2, -4.7, -2.2
- CCC(C)Cn1c(S(=O)(=O)O)nc2ccccc21 (stereo not drawn)
→ ., 6.9, 0.0, 19.3, 7.2, 13.8, -5.1, 3.5, -0.1, 6.9, 4.1
- CCn1c2ccccc2c2nnc(SCC(=O)NCCOC)nc21
→ -13.7, -11.7, 22.3, -16.8, -1.9, -9.3, -13.5, -2.9, 10.0, 10.4, 0.0
- Cc1nc(N2CCOCC2)nc(N2CCC(C)CC2)c1[N+](=O)[O-]
→ -7.4, 11.2, 11.0, -9.0, -1.2, -3.4, -26.0, -9.6, -3.2, 14.4, -6.5
- Cc1ccccc1C(=O)O/N=C(\c1ccccc1)c1ccccn1
→ -33.0, 0.9, 1.8, 10.2, 5.3, 9.5, 11.6, -0.1, -1.4, 32.0, -3.9
- CCOC(=O)N1CCN(C(=O)Cn2ncn3nc(-c4cccs4)cc3c2=O)CC1
→ 15.2, 8.8, -9.9, 18.8, -3.6, -10.9, -1.3, 2.9, -0.6, 7.5, -11.5
- Cc1ccc(S(=O)(=O)NC2=NCN(CCOC(=O)c3ccc([N+](=O)[O-])cc3)CN2)cc1
→ 1.7, 14.0, -11.6, 2.9, 2.5, 22.0, -56.7, 3.1, -3.2, -13.1, -8.8
- CCOc1ccc(-c2c(C(=O)N/N=C/c3ccc(OC)cc3)nnn2-c2nonc2N)cc1
→ -14.8, -34.1, 4.0, 2.3, 5.8, 3.5, -11.8, -5.0, 0.9, -4.3, -6.1
- CCCCc1nnc(SCc2ccc(OCC)cc2)n1N
→ 9.1, -37.2, 1.5, 1.3, 30.3, 3.3, -1.0, -5.5, 7.2, -0.9, -3.8
- COc1cc2c(cc1OC)C(c1ccccc1)N(S(C)(=O)=O)CC2 (stereo not drawn)
→ 8.9, -21.7, 2.2, 7.7, -0.3, 7.1, 17.9, 1.5, -4.8, 12.3, -14.8
- Cc1ccc(S(=O)(=O)c2nnn3c2nc(N2CCN(c4ccccn4)CC2)c2ccccc23)cc1C
→ 1.9, 18.0, 0.8, 0.4, -0.3, -14.8, 0.1, -8.2, -4.5, 4.2, 3.8
- CCOc1ccccc1NC(=O)C(NCC1(N2CCCCC2)CCCCC1)c1ccccc1 (stereo not drawn)
→ 2.6, 13.9, 8.7, -3.5, -2.5, 4.5, 2.3, -9.0, -1.9, 25.6, -1.7
- CN(CCO)c1ccc(/C=N/Nc2nncc3ccccc23)cc1
→ -22.8, -76.4, -63.1, 95.3*, 9.7, -162.8, -69.4, -6.8, -6.8, -36.9, 45.7*
- O=C(CCCc1ccccc1)NC1CC1
→ -9.2, -9.3, -19.8, 4.8, -2.2, -8.6, -7.0, -6.2, -2.8, 10.7, 1.5
- Cn1cc(Cl)c(C(=O)N/N=C/c2ccc3c4c(cccc24)CC3)n1
→ -36.7, ., ., 67.4*, 16.3, -144.8, -116.4, 4.2, -9.7, -57.7, .
- CC1CC(=S)Nc2ccccc2N1C(=O)Nc1ccccc1 (stereo not drawn)
→ -20.9, -10.4, 10.8, -6.7, ., -16.1, 5.1, -0.3, -5.8, -3.1, 1.3
- COc1ccc(OC)c(NC(=O)NNC(=O)COc2ccc(-c3ccccc3)cc2)c1
→ 25.3, -34.1, 6.8, 2.6, -6.0, 13.3, -5.0, 3.1, 3.7, 16.1, -5.1
- CNC(=O)c1sc(-c2ccc(Cl)cc2)nc1C
→ ., -31.1, -20.9, -1.9, 7.0, -116.2, -82.6, -5.5, -10.7, -81.3, -30.5
- CNC(=O)C1Cc2c(-c3ccc4c(c3)OCO4)ccnc2O1 (stereo not drawn)
→ -2.3, -14.2, -7.0, 10.9, -8.6, 11.6, 18.4, ., -2.0, -6.3, .
- COc1cccc(CNC(=O)CCCn2ncn3c(cc4occc43)c2=O)c1
→ 4.0, -1.2, 11.2, -2.0, 2.8, 14.4, -25.0, 4.9, -7.8, 6.5, -7.9
- O=C(NCCCn1ccnc1)c1ccc(N2CCCCCC2)c([N+](=O)[O-])c1
→ -1.6, 43.1, -1.0, -2.3, -1.5, 21.3, 2.7, 11.4, -3.6, 46.3, -18.4
- CC(C)(C)OC(=O)N/N=C/c1cc(N=Nc2ccccc2)ccc1O
→ 29.1, -53.5, -12.5, 20.0, -19.6, -7.4, -11.8, 5.6, 6.6, 5.4, 9.0
- CC(=O)OC1C(OC(C)=O)C2C(C)CC3OC(=O)C(C)C3CC2(C)C1OC(C)=O (stereo not drawn)
→ -4.2, -23.8, -13.9, -21.0, 7.8, -0.5, 5.7, -0.6, -4.9, -1.5, -3.5
- Cc1cccc(C)c1NC(=O)c1cc(S(=O)(=O)N2CCOCC2)ccc1F
→ 12.8, -8.4, 0.5, -4.2, 7.4, 1.3, 1.1, 0.2, -0.4, 14.6, -5.3
- CN(c1ccccc1)S(=O)(=O)c1ccc(NC(=S)NC(=O)C2CC2)cc1
→ 7.9, -7.2, 1.6, -0.4, -1.0, 27.9, -28.2, -9.6, -2.9, 7.5, -17.8
- COC(=O)C(C(=O)OC)c1ccc(-n2cccc2)cc1
→ -5.6, -15.4, -15.2, 1.8, 17.5, 3.4, 7.2, 4.6, -13.8, 14.2, 7.6
- CC(=O)Nc1ccc(NC(=O)C(C)OC(=O)CC2CCCC2)cc1 (stereo not drawn)
→ -12.8, 6.0, 1.7, 16.1, 6.4, 17.6, 21.9, -11.0, -5.7, -6.7, -1.1
- O=C(Nc1ccc(S(=O)(=O)Nc2nccs2)cc1)C(F)(F)F
→ 3.7, -33.3, -5.0, -19.7, 12.5, -9.4, -13.4, 4.0, 2.3, 1.9, 10.7
- O=C(CN1C(=O)COc2ccccc21)NCCN1CCC(Cc2ccccc2)CC1
→ -4.4, -1.8, -10.8, 15.3, 0.0, -4.5, 0.0, -3.4, 9.4, 11.5, -5.0
- CN(C)CCCN(C(=O)C1COc2ccccc2O1)c1nc2ccc(F)cc2s1 (stereo not drawn)
→ -38.9, 20.8, -7.9, 1.6, 4.3, -22.5, 5.0, -2.9, -4.1, -15.6, 3.5
- CCc1nc2c(OCc3ccc(C(F)(F)F)cc3)cccn2c1N(C=O)Cc1ccc(OC)cc1
→ -23.5, -5.7, 27.4, 12.5, -2.1, 7.0, -15.8, ., -12.3, -6.4, .
- CC(=O)C1=C(O)C(=O)N(Cc2ccccc2)C1c1ccco1 (stereo not drawn)
→ 8.8, 11.5, -17.9, -4.2, 3.9, 9.7, 12.5, 0.5, -6.9, 7.9, -13.7
- CC(C)(C)OC(=O)N1CCC(c2c(C(=O)O)cnn2-c2ccc(Cl)cc2)CC1
→ -13.0, 9.7, 0.1, 12.2, 12.9, 7.4, -27.5, -0.1, -7.7, -18.0, -6.6
- CCN(Cc1ccccc1)C(=O)CSc1nncn1C
→ 18.3, -0.3, 20.8, -45.0, 1.5, 26.2, 5.3, 0.2, -2.3, 14.6, -19.5
- CC(C)CNS(=O)(=O)c1cc(C(=O)N2CC(C)OC(C)C2)c(Cl)cc1Cl (stereo not drawn)
→ -16.4, 7.5, 5.9, 14.0, -7.2, 26.4, 8.6, -1.2, -8.8, 17.4, 8.5
- CC(=O)Nc1ccc(S(=O)(=O)N2CCN(S(=O)(=O)N3CCC(C)CC3)CC2)cc1
→ 5.8, -5.2, 13.3, -3.7, 1.8, -0.7, -16.4, -17.4, -0.1, 5.8, 3.8
- Cc1ccc(/C=N/NC(=O)c2cccc(NC(=O)c3ccccc3C)c2)o1
→ -10.6, -8.9, 2.7, 10.1, 3.3, -19.4, 7.9, -1.2, -4.0, -18.7, -7.0
- Cn1c(=O)c2c(ncn2CC(O)CNc2ccc(Br)cc2)n(C)c1=O (stereo not drawn)
→ 11.9, -2.9, 11.7, -12.2, -5.7, 12.6, -14.6, 0.2, -9.4, -1.6, -48.6
- CC1(C)CC2CC(C)(CN2/C=C2/CCCCC2=O)C1 (stereo not drawn)
→ 11.0, 0.1, 6.8, -11.3, -6.1, 1.5, 5.0, -4.1, 4.0, 12.8, 1.6
- Cc1cnc(C(=O)OCC(=O)N2C(C)CCCC2C)cn1 (stereo not drawn)
→ -0.5, -9.7, 15.9, 3.9, 7.0, 2.2, -7.0, -1.3, 2.7, 7.9, -5.4
- CCOC(=O)CSc1nc2cccnc2n1C
→ -1.5, -2.8, 9.1, -11.8, 22.6, -10.6, -38.7, 2.0, 3.5, 3.0, -1.8
- COc1ccc2c(c1)c1c(c(=O)n(-c3ccc(C)cc3)c(=O)n1CC(=O)NCC1CCCO1)n2C (stereo not drawn)
→ 5.7, -20.4, -8.3, -0.3, 2.3, 6.3, -3.4, 4.9, -2.2, -7.9, 3.2
- O=CNC1CCCc2c1[nH]c1ccc(Cl)cc21 (stereo not drawn)
→ -2.2, 6.8, -4.2, 15.2, 5.5, 2.4, 6.3, -16.5, -4.3, 15.4, 8.2
- Cc1cc(C(C)(C)C)cc(C)c1CC1=NCCN1
→ 4.0, -15.1, -6.2, 4.8, -3.0, 0.0, 1.8, -6.8, -8.1, 0.0, -0.6
- COc1ccc(C2OCC(C)(C)CO2)cc1OC
→ -20.0, 11.3, 22.2, -1.7, 0.8, -0.1, 1.0, 0.7, 0.7, -11.8, 1.4
- CC1(C(=O)OCC(=O)Nc2ccccc2Cl)CC1(Cl)Cl (stereo not drawn)
→ -1.1, 9.3, -18.4, -1.5, -10.6, 12.3, 6.7, 5.2, -10.3, 17.6, 0.9
- Cc1ccc(NC(=O)COC(=O)[C@H](C)NC(N)=O)c(C)c1
→ -0.8, -9.6, 2.1, -4.4, 5.9, 3.7, 7.3, 8.5, 8.0, 21.2, 1.2
- O=C(Nn1cc(C(=O)Nc2ccc(F)cc2F)c2ccccc2c1=O)c1cnccn1
→ 7.2, -15.2, 3.4, 9.5, -5.7, 1.5, 2.0, 1.7, -7.1, 17.8, 10.8
- O=C(O)CCn1cc(/C=C2\SC(=S)NC2=O)c(-c2ccccc2)n1
→ 1.6, -1.1, 8.8, -13.7, -5.3, 10.0, 16.1, ., -15.7, -15.5, 0.8
- Cc1nn(-c2ccc(F)cc2)c(-n2cccc2)c1C(=O)N1CCN(C(=O)c2ccco2)CC1
→ -2.1, -5.8, -10.5, -10.2, 3.1, -4.0, -16.9, -6.0, -2.8, -3.7, 4.9

Screening results from PubChem BioAssay.
